Screening data (PubChem BioAssay)
POLB inh = inhibitors of human DNA polymerase beta; P06746; Pol beta primer extension/strand displacement, fluorescence kinetic; Potency, µM (series often up to 114 µM), without a hit: top-dose activity change, negative = inhibition, usual class: inhibitors; 340,000 tested, 1.3% active; AID 485314; also: potency is read from the fitted curve at half-maximal effect; % is scaled to controls: 0 for no effect and ±100 for the full control effect
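Pol beta (10 nM) and compounds were preincubated 15 min at room temperature, then 50 nM substrate (final) started primer extension/strand displacement. Reads were taken at 0 and 10 min; concentration-response data were fitted to a four-parameter Hill equation.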
ERG-DNA inh = ERG Ets/DNA interaction inhibition; 370,000 tested, 0.028% active; fluorescence polarization, His-ERG Ets domain / labelled DNA; Potency, µM (top dose mostly 76.9 µM), for inactives: at the highest dose FP activity, negative = inhibition, hits mostly inhibitors; P11308; active = well fitted inhibition curve with a large enough effect in the polarisation, with a control signal flat; inconclusive = small, poorly fitted or top-dose-only effect, or effect the other way, or a change in a side signal; inactive = no such curve, though single readings can be large or run the other way; the % refers to the polarisation;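 also: polarization taken with two DNA probes labelled with fluorescein and Texas red; potency is read from the fitted curve at half-maximal effect; % of control where 0% means no effect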
Target sequence (P11308 whole entry, looked up, the tested form may be a part): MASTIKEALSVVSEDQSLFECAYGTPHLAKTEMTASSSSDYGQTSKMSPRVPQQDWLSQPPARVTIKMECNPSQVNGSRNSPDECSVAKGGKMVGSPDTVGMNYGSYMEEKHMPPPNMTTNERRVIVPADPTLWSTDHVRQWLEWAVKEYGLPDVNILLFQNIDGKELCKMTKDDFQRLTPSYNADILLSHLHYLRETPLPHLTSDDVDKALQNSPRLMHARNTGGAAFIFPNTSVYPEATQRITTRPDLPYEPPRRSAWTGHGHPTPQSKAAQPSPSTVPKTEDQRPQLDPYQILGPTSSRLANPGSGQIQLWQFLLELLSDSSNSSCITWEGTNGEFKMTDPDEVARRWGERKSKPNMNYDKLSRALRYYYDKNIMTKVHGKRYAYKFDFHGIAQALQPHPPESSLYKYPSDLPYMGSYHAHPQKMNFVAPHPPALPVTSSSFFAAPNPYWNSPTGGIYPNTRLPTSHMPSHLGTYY
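His-tagged ERG Ets domain (1 uM in the protein solution; 300mM KCl, 50mM Tris-HCl, 1mM EDTA, 1mM DTT, pH 7.5) received compound, then a probe mix of 5 nM fluorescein-DNA and 100nM Texas-615-DNA. Fluorescence polarization was read for both dyes.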
Anesthetic bind = binds horse apoferritin like a general anesthetic; P02791; apoferritin/1-aminoanthracene competitive binding, fluorescence; Potency, µM (highest dose often 77.5 µM), inactives show at the top dose activity change, negative = displacement, hits mostly inhibitors; 350,000 tested, 0.074% active; AID 485281; also: potency is read from the fitted curve at half-maximal effect; % is scaled to controls: 0 for no effect and ±100 for the full control effect; nearly all actives have a fitted effect of over 20% in size
Target sequence (P02791 2-175 limits assumed): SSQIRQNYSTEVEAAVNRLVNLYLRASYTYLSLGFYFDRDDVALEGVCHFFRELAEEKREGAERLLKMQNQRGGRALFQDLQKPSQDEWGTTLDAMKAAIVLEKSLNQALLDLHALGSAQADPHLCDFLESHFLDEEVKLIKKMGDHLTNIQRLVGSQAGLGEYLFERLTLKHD
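Horse-spleen apoferritin (10 uM) was mixed with 50% saturated 1-aminoanthracene in PBS, exposed to compounds for 10 min at room temperature, and read for fluorescence (ex 380 nm, em 535 nm). Competitive displacement was fitted with a four-parameter Hill equation.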
BLM inh = Bloom syndrome helicase (human) inhibition; 350,000 tested, 0.2% active; Potency, µM (titrated, usually from 56.1 µM), for inactives: top-dose activity change, negative = inhibition, usual class: inhibitors; recombinant BLM DNA unwinding, fluorescence dequenching; P54132;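 also: potency is read from the fitted curve at half-maximal effect; plate controls were vehicle for no effect and no enzyme for full effect; nearly all actives have a fitted effect of over 35% in size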
Pol iota inh = blocks human DNA polymerase iota activity; Potency, µM (doses to about 115 µM), for the others: top-dose activity, negative = inhibition, hits mostly inhibitors; 390,000 tested, 1% active; Pol iota fluorescent replication assay, 10 min; Q9UNA4; also: potency is read from the fitted curve at half-maximal effect
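Fluorescent replication assay read twice, at 0 min and 10 min after adding 50 nM (final) substrate. Enzyme (10 nM) and compounds were first incubated 15 min at room temperature; enzyme-free buffer wells were negative controls.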
POLK inh = blocks human DNA polymerase kappa activity | Potency, µM (doses to about 107 µM), for the others: at the highest dose activity, negative = inhibition, usual class: inhibitors | Q9UBT6 | AID 588579 | purified Pol kappa, fluorescent DNA synthesis assay, 10 min | 400,000 tested, 0.53% active; also: potency is read from the fitted curve at half-maximal effect; % is scaled to controls: 0 for no effect and ±100 for the full control effect
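Kinetic fluorescence readout at 0 and 10 min followed reaction start with substrate at 50 nM final. Beforehand, enzyme (10 nM Pol kappa) stood 15 min with compound at room temperature; buffer-only wells were negative controls.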
TRHR ag = TRH receptor (human) agonism. 360,000 tested, 0.18% active. activation, % at 2 µM. TRHR cells, calcium flux fluo-8, FDSS agonist mode. P34981. AID 493084; in the data active = activation above about 30%; also: 0% is about no effect
Target sequence (P34981 whole entry, looked up): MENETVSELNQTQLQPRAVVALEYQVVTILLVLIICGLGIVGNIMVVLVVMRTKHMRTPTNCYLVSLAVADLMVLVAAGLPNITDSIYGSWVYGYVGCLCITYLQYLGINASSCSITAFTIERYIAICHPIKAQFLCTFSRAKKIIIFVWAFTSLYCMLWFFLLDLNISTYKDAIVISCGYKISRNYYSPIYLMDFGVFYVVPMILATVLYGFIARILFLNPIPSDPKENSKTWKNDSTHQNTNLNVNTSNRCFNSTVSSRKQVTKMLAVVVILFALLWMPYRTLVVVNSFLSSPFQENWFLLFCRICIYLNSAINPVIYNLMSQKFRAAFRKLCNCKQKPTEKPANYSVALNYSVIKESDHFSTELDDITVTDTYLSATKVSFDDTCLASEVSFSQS
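Agonist-mode FDSS calcium read (Ex 480/Em 530, 1 s cycles) in 1536-well TRHR cells with fluo-8 dye, after 10-cycle baseline and 23 nL compound addition; TRH at EC20 (10 nM final) added afterwards for the enhancer phase.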
ALOX12 inh = inhibitors of human 12S-lipoxygenase ALOX12 | AID 1671190 | 580,000 tested, 1.1% active | Potency, µM (series often up to 108 µM), inactives show at the highest dose activity change, negative = inhibition, actives largely listed as inhibitors | purified 12hLO, xylenol orange hydroperoxide absorbance | P18054; also: potency is read from the fitted curve at half-maximal effect; % is scaled to controls: 0 for no effect and ±100 for the full control effect
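Hydroperoxide product was detected by ferrous iron/xylenol orange as the 573 to 405 nm absorbance ratio. Arachidonic acid at 40 uM (final) was turned over for 30 min at room temperature by 150 nM human 12hLO, pH 7.0 Hepes buffer, after 15 min compound preincubation.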
APEX1 inh = inhibitors of human APE1 endonuclease; P27695; recombinant APE1, TAMRA/BHQ-2 abasic DNA cleavage fluorescence; Potency, µM (top dose mostly 65.8 µM), inactives show top-dose activity change, negative = inhibition, hits mostly inhibitors; 350,000 tested, 0.35% active;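 also: potency is read from the fitted curve at half-maximal effect; plate controls were vehicle for no effect and reference inhibitor for full effect; nearly all actives have a fitted effect of over 55% in size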
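APE1 at 0.75 nM preincubated 15 min at room temperature with compound. Reaction then started with 50 nM double-stranded THF-abasic substrate labelled with TAMRA/BHQ-2, and 525/598 nm fluorescence read kinetically. Activity taken as third-minus-first read difference, normalized to DMSO and NSC13755 controls.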
An asterisk follows results filed as active; ? = inconclusive; · = not tested or not shown; & = joins results of further samples; [ ] = remark or other dose. Unless noted, calls follow the shape of the dose curve; as a rule, active = well fitted curve in the direction sought with a large enough effect; inconclusive = small, poorly fitted or top-dose-only effect, or another doubt; inactive = no such curve, though single readings can be large; an effect the other way counts as inactive or inconclusive.

SMILES | POLB inh | ERG-DNA inh | Anesthetic bind | BLM inh | Pol iota inh | POLK inh | TRHR ag | ALOX12 inh | APEX1 inh
CCN(CC)S(=O)(=O)c1ccc(C(=O)NC(=S)N(CCC#N)Cc2cccnc2)cc1 | 8% | -6% | -6% | 0% | 11% | -6% | 0.3 | -20% | 2%
CCN(CC)S(=O)(=O)c1ccc(N2CCCC2)c(NC(=O)Cc2ccccc2)c1 | 28% | 10% | -6% | -2% | 17% | -3% | -0.9 | -16% | 1%
O=C(NCCCN1CCOCC1)C(=O)N/N=C/c1c(Cl)cccc1Cl | 0% | 10% | -4% | -1% | 57%[activator] | -1% | -0.6 | 4% | -5%
O=C(NCc1ccco1)c1ccc(=O)[nH]n1 | -10% | -9% | -14% | -19% | ? | -36% | 1.8 | 18% | 10%
CCOC(=O)/C=C/C(=O)Nc1cc(S(=O)(=O)Nc2ccc(OC)cc2)ccc1N1CCOCC1 | · | 9% | · | · | 8% | -12% | 0.2 | ? | -11%
CCCOc1ccc(/C=C/C(=O)N2CCOCC2)cc1 | 4% | 1% | 30%[activator] | -1% | 28% | 10% | -0.1 | 0% | 34%
CCC(C)(C)NC(=O)C(c1ccc(C)cc1)N(Cc1ccco1)C(=O)CCC(=O)Nc1nccs1 (stereo not given) | 13% | 15% | -9% | -1% | -8% | -20% | -0.8 | 0% | -3%
CC(C)(C)c1nc2sc3c(c2c(=O)o1)CCCC3 | -3% | -3% | -3% | -2% | ? | 1% | 0.6 | 23% | 13%
Cc1ccc2c(Sc3ccc(Cl)cc3)c(C(=O)N3CCC(C)CC3)[nH]c2c1 | -21% | -3% | 46%[activator] | 1% | 10% | -3% | 0.7 | -5% | ·
CCCOc1ccc(-c2nc(SCC(=O)c3ccc(Cl)cc3)n[nH]2)cc1 | ? | -2% | -1% | -8% | -5% | -3% | 0.6 | ? | ·
COc1ccccc1Cn1c(-c2ccccc2OC)nc2ccccc21 | 1% | 5% | 78%[activator] | 0% | 8% | -1% | -0.5 | 3% | ?
CSC(=Nc1ccccc1)N=C(SCc1ccccc1)N(C)C | · | -12% | · | · | 11% | -13% | · | ? | ·
CCCCn1c(=O)nc2n(-c3ccc(Cl)cc3)c3ccccc3cc-2c1=O | 12% | 5% | 36%[activator] | 0% | 11% | -2% | 0.3 | -2% | 13%
Cn1cccc1/C=N/NC(=O)C12CC3CC(CC(C3)C1)C2 | 8% | -2% | ? | 1% | 12% | -4% | -1.0 | 12% | -2%
COc1ccc(NC(=O)C(=O)NCC(c2ccc3c(c2)OCO3)N2CCN(C)CC2)cc1 (stereo not given) | 1% | 5% | 2% | -7% | 9% | -18%[60.1 µM] | 1.3 | -28%&-22% | ·
Cc1nn(C)c(Oc2ccccc2)c1CCNS(=O)(=O)c1ccccc1 | -5% | 0% | 5% | 0% | 16% | -17% | 0.2 | 0% | -2%
CCOc1ccc(/C(O)=C2/C(=O)C(=O)N(CCOCCO)C2c2ccccc2)cc1 (stereo not given) | 9% | 3% | -13% | 1% | 5% | -20% | -1.4 | ? | 0%
CCOC(=O)N1CCN(CC(=O)Nc2c(C(=O)OC)[nH]c3ccccc23)CC1 | ? | · | -10% | 2% | ? | -5% | 0.0 | 13% | -12%
COCCn1c(C)cc(C(=O)CSc2ccc(NC(C)=O)cc2)c1C | 19% | 0% | -18% | -1% | 19% | -14% | 0.3 | -27% | -4%
Cc1ccc(NC(=O)C2CCN(S(=O)(=O)c3ccc4c(c3)OCCO4)CC2)nc1 | · | 0% | · | · | 16% | -15% | -0.5 | 11% | 2%
CCC(OC(=O)CN1C(=O)C(=O)c2ccccc21)C(=O)Nc1ccc(S(N)(=O)=O)cc1 (stereo not given) | 17% | ? | -9% | -9% | 9% | -7% | 1.0 | ? | 5%
CCCc1cc(=O)oc2c(C)c(OCC(=O)N3CCC(C(=O)O)(c4ccccc4)CC3)ccc12 | 22% | -3% | -7% | 2% | 16% | 1% | 0.1 | -6% | 15%
CCOc1cc(/C=N/O)cc(Br)c1OCC(=O)NCc1ccccc1 | ? | 9% | -8% | -8% | 147%[activator] | -16% | 0.0 | 0% | -1%
Cc1nc2ncnn2c(N2CCN(C(=O)Cc3cccs3)CC2)c1C | 20µM* | 0% | -14% | -25% | ? | ? | -0.8 | -21% | ?
O=[N+]([O-])c1cccc2ccc(/C=C/c3ccc(F)cc3)nc12 | -18% | 6% | ? | -16% | 2% | -4% | -0.2 | 3% | 4%
CCCCC[n+]1ccn(C2=C([O-])c3ccccc3C(=O)/C2=N\S(=O)(=O)c2ccccc2)c1 | 4% | 2% | -10% | -8% | 4% | -19% | -1.0 | ? | 16%
COC(=O)c1ccccc1-c1c2ccc(=N)cc-2oc2cc(N)ccc12 | · | -160% | · | · | 79µM* | 28µM* | 198* | 1% | 27µM*
Cc1ccc(C(=O)N2CCN(c3cccc(Cl)c3)CC2)cc1-n1c(C)nc2cccnc21 | -1% | 7% | 0% | -2% | 11% | 4% | -0.4 | -16% | ·
Cc1ccc(-c2nnc(SCc3nc(N)nc(Nc4ccccc4C)n3)n2N)cc1 | -11% | 0% | -15% | 2% | 0% | -4% | -0.2 | 0% | 6%
O=[N+]([O-])c1ccc(N(c2ccccc2)c2ccccc2)cc1 | 8% | -7% | 6% | 0% | 2% | -16% | -0.4 | 27% | -5%
Cc1cc(C)n(CC(=O)NNC(=O)c2ccc(OC(F)(F)F)cc2)n1 | · | -1% | · | · | 18% | -15% | · | 19% | 16%
CC(N)CCCC(C)(C)O (stereo not given) | · | · | -13% | -6% | · | -10%[19.4 µM] | · | · | -2%
Cc1cc(C)cc(OCC(=O)Nc2ccc(N3CCN(C(=O)c4ccco4)CC3)cc2)c1 | 15% | · | 7% | -3% | -1% | -7%[60.1 µM] | 0.3 | 0%[57.4 µM] | -3%
NS(=O)(=O)c1ccc(NC(=S)N2CCN(c3ccc(Cl)c(Cl)c3)CC2)cc1 | 17% | 2% | -9% | -6% | 11% | -8% | 1.7 | -18% | -3%
CCOC(Cn1c(-c2ccc(OC)cc2)nc2ccccc21)OCC | 3% | 5% | -12% | -1% | 10% | -8% | -0.9 | -20% | 2%
Cn1c(=O)c(S(=O)C2CCCCC2)c(O)c2ccccc21 (stereo not given) | · | -18% | · | · | 24% | -5% | · | ? | ·
CC1CCCC(C)N1c1nnc(NC(=O)c2cc(-c3ccc(Br)cc3)on2)s1 (stereo not given) | 3% | 4% | 1% | -3% | 11% | 0% | 0.4 | 4% | 8%
Cc1ccc(-n2nc(C)c3c(C(=O)NCCc4ccc(S(N)(=O)=O)cc4)cc(C)nc32)cc1 | ? | 3% | -7% | 2% | -7% | -9% | 1.3 | -20% | ·
Nc1cc(C(=O)OCC(=O)N2CCCC2=O)ccc1Cl | · | 5% | · | · | 55%[activator] | 3% | 0.1 | -15% | 0%
O=C(CN(Cc1ccc(Cl)cc1)C(=O)c1csnn1)NCc1ccccc1 | 41% | 2% | 4% | 0% | 23% | -10% | 0.0 | 13% | 18%
O=C(O)c1ccc(N/N=C2/CCCc3ccccc32)cc1 | -10% | -9% | 5% | 0% | 3% | -15% | 0.3 | -15% | -2%
Cc1cc(NC(=O)c2cc(C)on2)n(-c2ccccc2)n1 | -1% | -1% | 3% | -3% | 16% | 2% | 0.3 | -1% | 8%
COc1ccccc1N1CCN(C(=O)c2ccc(Cl)c(S(=O)(=O)N3CCCC3)c2)CC1 | -27% | 6% | -24% | -6% | 88%[activator] | -9% | -1.3 | -5% | ?
Cc1cc(C)c(C#N)c(SCc2ccc(F)cc2)n1 | -3% | -18% | -11% | -2% | -9% | 6% | 0.0 | -7% | 4%
CCC1CCCCN1CC(=O)Nc1cc(C)c2c(=O)oc3ccccc3c2n1 (stereo not given) | ? | -1% | -8% | 1% | -20% | 0% | 0.2 | 0% | ·
CCCn1c(SCc2nc(-c3ccc(OC)cc3OC)no2)nnc1-c1ccc(Cl)cc1 | -1% | 1% | 0% | 0% | -10% | -7% | -0.4 | ? | ·
Cc1cc(C)n(CC2CC(=O)N(c3ccc(Cl)cc3)C2=O)n1 (stereo not given) | -1% | -3% | 6% | -2% | 46%[activator] | -10% | 0.3 | 0% | -1%
Cc1ccc(-c2nnc(SCC(N)=O)nc2-c2ccc(C)cc2)cc1 | 32% | -11% | -18% | -1% | 70%[activator] | 3% | -2.0 | -14% | 0%
O=C(O)c1ccc(N=Nc2c(O)ccc3ncccc23)cc1 | 5µM* | 1% | 1% | ? | 4µM* | 28µM* | -0.2 | -4% | -27%
CCOC(=O)CN(C(=O)COc1nc(C)cc(C)c1C#N)c1cccc(Cl)c1 | 3% | 20% | -6% | -4% | 23% | -15% | -4.3 | 24% | -2%
COC(=O)CCNc1n[nH]c(=O)[nH]c1=O | 11% | 16% | -1% | -1% | 4% | -2% | -0.2 | -6% | 0%
CCOc1ccccc1NC(=O)C1CCN(S(=O)(=O)c2c(C)noc2C)CC1 | -28% | -4% | ? | 1% | -5% | 6% | -0.7 | 0% | -1%

POLK inh, entries above that show a hit.
smiles | POLB inh | ERG-DNA inh | Anesthetic bind | BLM inh | Pol iota inh | POLK inh | TRHR ag | ALOX12 inh
COC(=O)c1ccccc1-c1c2ccc(=N)cc-2oc2cc(N)ccc12 | · | -160% | · | · | 79µM* | 28µM* | 198* | 1%
O=C(O)c1ccc(N=Nc2c(O)ccc3ncccc23)cc1 | 5µM* | 1% | 1% | ? | 4µM* | 28µM* | -0.2 | -4%

Not all compounds are listed (hit frequency here may not be typical).
